Screening data as filed in PubChem BioAssay.
AddAB inh: less growth of phage-infected E. coli with AddAB. AID 435030. E. coli expressing H. pylori AddAB, absorbance growth. inhibition, % at 11.9 µM. actives 0.29% (n = 330,000); in the data active = inhibition above about 12%;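 also: 0% = vehicle wells of infected cells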
Ecoli viability: bacterial growth inhibition, counter-screen for AddAB inhibitors; E. coli V3065 growth, OD600 absorbance, 18 h; inhibition, % at 11.9 µM; actives 0.27% (n = 330,000); AID 449728;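 active = inhibition above the campaign's mean inhibition across all tested compounds plus 3 SD, cut at about 9.9% in these data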;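 also: uninfected addAB+ strain grown without phage in ampicillin broth; 0% = DMSO wells and 100% = ciprofloxacin 0.95 µg/ml wells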
PfHsp90 set2: growth inhibition of yeast expressing Plasmodium Hsp90. S. cerevisiae expressing PfHsp90, BacTiter-Glo ATP, 48 h; yeast lacking PDR1 and PDR3 efflux regulators. actives 0.32% (n = 310,000). inhibition, % at 9.4 µM;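 active = every replicate shows inhibition above about 80%, whatever the replicate mean, limit read from the data; inconclusive = mean inhibition reaches the set limit but some replicate falls short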;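 also: 0% = DMSO neutral controls and 100% = 20 µM radicicol positive controls; yeast relying on Plasmodium falciparum Hsp90 in place of its own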
Rtt109 Vps75: inhibitors of Candida albicans Rtt109/Vps75 histone acetyltransferase | inhibition, % at 34.9 µM | purified Rtt109/Vps75, ThioGlo CoA-SH fluorescence, 4 h | actives 0.16% (n = 330,000) | AID 540336;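 active = inhibition of at least 50% in every replicate; inconclusive = best replicate reaches 50% inhibition but some replicates fall short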
PvdQ acylase: blocks Pseudomonas aeruginosa PvdQ acylase activity; purified PvdQ acylase, fluorescence plate reader; inhibition, % at 10 µM; actives 0.063% (n = 340,000); AID 488965; in the data active = inhibition above about 30%, passing the limit was not always enough; inconclusive = no clear call, values can overlap the other calls;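 also: 0% = vehicle neutral wells and 100% = reference inhibitor wells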
DAGLB inh: diacylglycerol lipase beta (human) inhibition | Q8NCG7 | HEK293T DAGLB membrane lysate, EnzChek fluorogenic substrate | inhibition, % at 5.17 µM | actives 0.059% (n = 340,000) | AID 504411; in the data active = inhibition above about 34%;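 also: 0% = enzyme with vehicle and 100% = wells lacking enzyme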
Target sequence (Q8NCG7 whole entry, looked up): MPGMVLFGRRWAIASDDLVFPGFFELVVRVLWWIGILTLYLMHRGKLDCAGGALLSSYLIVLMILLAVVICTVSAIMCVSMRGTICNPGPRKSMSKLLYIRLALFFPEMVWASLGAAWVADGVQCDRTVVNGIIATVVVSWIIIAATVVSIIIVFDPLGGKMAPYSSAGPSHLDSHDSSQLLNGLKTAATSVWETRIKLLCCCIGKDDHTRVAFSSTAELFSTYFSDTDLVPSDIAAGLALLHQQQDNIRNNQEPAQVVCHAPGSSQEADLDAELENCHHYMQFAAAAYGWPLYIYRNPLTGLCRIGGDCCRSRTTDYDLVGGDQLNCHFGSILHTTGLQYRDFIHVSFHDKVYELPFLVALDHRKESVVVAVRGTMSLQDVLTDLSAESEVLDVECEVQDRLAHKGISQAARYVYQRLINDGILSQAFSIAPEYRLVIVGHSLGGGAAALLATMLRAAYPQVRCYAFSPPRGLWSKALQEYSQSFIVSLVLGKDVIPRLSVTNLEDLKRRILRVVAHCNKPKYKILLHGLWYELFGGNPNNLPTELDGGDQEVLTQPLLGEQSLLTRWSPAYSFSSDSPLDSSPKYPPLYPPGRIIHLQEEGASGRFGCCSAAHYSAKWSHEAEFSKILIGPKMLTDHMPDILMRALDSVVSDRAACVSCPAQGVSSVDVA
phage Ecoli inh: E. coli growth loss with phage present. actives 0.26% (n = 360,000). growth absorbance. inhibition, % at 11.9 µM; in the data active = inhibition above about 11%
CAL PDZ FP: human CAL PDZ-peptide interaction inhibition; purified CAL PDZ, TMR-peptide fluorescence polarization, 1 h; inhibition, % at 20 µM; actives 0.02% (n = 330,000); AID 504414;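 active = highest replicate inhibition of at least 40%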;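 also: plate controls were DMSO neutral control wells for no effect and unlabeled competitor peptide control wells for full effect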
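Control set: unlabelled peptide and DMSO controls / Material: purified CerCALP PDZ construct / Timing: 1 h incubation at room temperature before polarization reading / Doses: 20 µM, one dose / Detection: fluorescence polarization (mP)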
Tat export inh: blocks Tat-dependent protein export in E. coli | E. coli MC4100 TorA-mCherry Tat export, fluorescence | inhibition, % at 10 µM | actives 0.036% (n = 340,000);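 active = mean replicate inhibition at least 50% and at least half of replicates individually reaching 50%; inconclusive = only one of the two criteria met; inactive = neither criterion met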;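 also: exported cargo escapes ClpAP degradation while cytoplasmic cargo is degraded and loses fluorescence; 0% = median of neutral control wells and 100% = median of NaSCN control wells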
Wnt bcat act: activators of Wnt/beta-catenin signaling | actives 1.2% (n = 300,000) | activation, % at 9.35 µM | Wnt/beta-catenin reporter cell assay, activator, plate reader; in the data active = activation above about 30%, passing the limit was not always enough; inconclusive = no clear call, values can overlap the other calls;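 also: 0% = neutral control wells and 100% = positive control wells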
* marks the source's active call; other numbers are inactive results; i = inactive; u = inconclusive; x = no result given.

SMILES	CAL PDZ FP	DAGLB inh	AddAB inh	phage Ecoli inh	PfHsp90 set2	Rtt109 Vps75	Tat export inh	Ecoli viability	Wnt bcat act	PvdQ acylase
CSCCC(=O)N(C)CC1CCN(CCc2cccc(C(F)(F)F)c2)CC1	-1.3	-2	1.8	-1.4	9	-2	-2	-0.7	0	-17
Cc1cc(F)c(F)c(C(=O)N2CCCCC2C)c1Cl (stereo not drawn)	-1.6	-2	-0.5	0.0	x	-6	-4	1.1	2	-10
Cc1nc(NC(=O)c2ccccc2)sc1-c1csc(NCc2ccccc2)n1	0.6	7	1.8	3.0	-28	-17	4	0.3	0	-10
CCOC(=O)N1CCN(C(=O)C(CC)c2ccccc2)CC1 (stereo not drawn)	0.6	0	3.6	1.5	9	4	-4	1.2	-5	1
O=C(COc1ccc(Cl)cc1)NCC(=O)N/N=C/c1cccs1	-0.5	2	3.7	1.7	29	14	-4	1.1	-2	8
Cc1cc(C)c(C(=O)N2CCCC(C(=O)c3cc(F)ccc3F)C2)o1 (stereo not drawn)	-2.7	-5	1.0	5.3	13	-10	-2	-3.3	-2	-10
COc1ccccc1[C@@H]1C(c2cccc(C)c2)=NN(c2ccccc2)[C@H]1C(=O)N1CCOC1=O	-0.9	-1	1.3	0.9	-8	-6	1	0.8	-4	1
CCOC(=O)c1sc(NC(=O)c2ccco2)nc1C	-0.2	-1	2.3	1.0	36	2	-1	-2.5	x	-1
COC(=O)C1=C(CS(=O)(=O)c2ccc(OC)c(OC)c2)NC(=O)NC1c1ccc(O)c(OC)c1 (stereo not drawn)	-2.7	3	3.4	1.6	-3	0	2	-0.2	2	-16
COc1ccccc1CN1CCN(Cc2nc(Cc3ccccc3)no2)CC1	-0.4	-3	2.9	1.6	-14	-6	-2	-1.5	-1	0
CCn1c(=O)c(C(=O)CN2CCc3ccccc32)c(N)n(Cc2ccccc2)c1=O	-2.0	3	-0.9	2.5	-15	9	-3	-0.3	-7	-14
O=C(Nc1ccc(Cl)cc1F)c1ccccc1Br	-1.7	-2	7.1	1.5	-6	-4	6	1.6	49*	-2
CC(=O)NC(CC(=O)OCC(=O)c1ccc(NC(=O)CC(C)C)cc1)c1ccccc1 (stereo not drawn)	-1.3	1	0.3	2.3	x	-1	-13	0.5	-2	-3
CCN(CC)c1ccc(C(=S)NCc2ccccc2)cc1	-0.2	-2	-0.1	-1.7	6	5	1	0.6	-2	-4
CCN1CCN(CCNC(=O)c2ccc(/C=C3/Sc4ccccc4N(Cc4ccccc4C)C3=O)cc2)CC1	-3.3	2	x	-2.8	19	34	24	x	1	-1
CCOC(=O)N1CCN(C(=O)c2c(O)c3cccc4c3n(c2=O)CC4)CC1	x	-1	-1.5	3.1	16	-10	3	0.6	x	-8
CNC(=O)CSc1nnc(-c2ccncc2)n1Cc1ccccc1	-1.0	-1	4.6	2.6	8	8	9	-1.8	1	8
CCOc1ccc2nc(SCC3CC3(Cl)Cl)[nH]c2c1 (stereo not drawn)	1.1	-3	3.2	3.3	-6	x	2	1.1	35*	1
CC(=O)N1CCc2cc3nc(C)cc(C)c3cc21	0.0	-2	-0.1	1.3	-2	-1	3	-3.4	x	5
CC(NC(=O)c1cc(Br)cs1)C1CCCO1 (stereo not drawn)	-8.1	2	1.8	2.0	-20	7	-1	0.3	-2	-4
Cc1ccc(S(=O)(=O)NCC(=O)N2CCCC2)cc1	-0.2	-1	1.8	-0.2	10	0	-6	1.6	x	26
O=C(Cc1ccccc1)Nc1cccc(C(=O)O)c1O	0.2	1	-0.2	3.5	-8	18	-2	1.5	-13	5
O=C(NCc1ccccc1)Nc1cccn(Cc2cccc(F)c2)c1=O	-1.5	2	0.8	2.6	-12	-5	3	-1.7	-1	-14
O=C(NC(=S)NCc1ccccc1)c1ccccc1[N+](=O)[O-]	-1.3	-2	0.9	2.0	-14	13	-8	-1.2	-1	1
Cc1cccn2c(=O)c3cc(C(=O)NCc4cccnc4)c(=N)n(CC4CCCO4)c3nc12 (stereo not drawn)	0.1	1	1.8	-3.6	2	i	1	-1.4	1	-16
COc1cc2[nH]c(C(=O)N3CCN(c4ccccc4F)CC3)cc2c(OC)c1OC	-0.2	-2	-1.1	0.7	-4	-3	-7	-1.9	0	3
Cc1ccc(/C=N/OC(=O)c2c(C)noc2-c2snnc2C)cc1	0.3	0	-3.3	0.4	-2	3	-4	-0.4	3	-10
C=C(C)c1cccc(C(C)(C)NC(=O)N(C)C2CCN(C)CC2)c1	-0.5	x	x	4.0	-29	0	-2	x	-1	-11
CCN(CC)CCn1c2ccccc2c(=O)c2c(O)ccc(O)c21	1.1	13	x	1.8	-7	-7	-2	x	0	-11
CN1CCN(c2ccccc2NC(=O)c2ccc(-c3cccc(Cl)c3)o2)CC1	-3.7	-6	-1.6	-0.6	22	4	3	-0.8	-1	-10
O=C(OC(C(=O)NC1CCCCC1)c1ccccc1F)c1ccco1 (stereo not drawn)	-1.6	0	2.7	-1.1	5	-2	4	-0.8	0	-13
COCCNC(=O)C1CC(c2ccccc2C(F)(F)F)=NO1 (stereo not drawn)	-0.3	0	3.4	2.8	12	1	0	0.8	1	-2
COc1ccccc1CNc1nc(=S)[nH]c2cc(OC)c(OC)cc12	-0.3	4	-1.9	1.8	-6	0	-4	0.4	-1	-7
CC(C)C(=NO)c1ccccc1	-1.0	-2	x	2.8	-7	0	-3	x	1	-10
CN(C)S(=O)(=O)c1cccc(C(=O)Nc2ccc(S(=O)(=O)N3CCCC3)cc2)c1	-4.2	-4	6.3	3.9	-18	0	-5	-0.5	0	-18
CCOc1cc(/C=C2/C(=O)N(c3ccccc3)N=C2C)ccc1OC(=O)c1ccco1	-0.8	4	-0.3	2.0	12	3	-2	-0.6	x	-9
Cc1noc2ncc(C(=O)c3cc(F)ccc3O)cc12	-0.7	-5	4.9	3.4	-1	8	7	0.6	x	9
COc1ccc(OCC(=O)Nc2c(C)ccc3nsnc23)cc1	-2.3	-1	-0.9	0.2	9	-1	5	0.3	-1	-8
Cc1ccc2nc(SCC(=O)N3CCCCC3)nc(=O)n2c1	-2.4	2	2.1	1.5	x	-8	-5	0.4	0	-8
CCOC(=O)c1cc(C#N)c(SCC(=O)Nc2ccc(C(C)=O)cc2)[nH]c1=O	-3.6	10	-0.4	0.6	-22	1	22	-1.7	6	-14
COc1ccc(-c2nc(CN3CCC(C(=O)NC4CCCC4)CC3)c(C)o2)cc1OC	-2.8	-2	2.4	1.1	-1	3	-1	2.4	-2	-5
O=C(O)CSc1nnc(-c2ccncc2)n1-c1ccc(Cl)cc1	-1.1	-1	-1.4	1.4	x	6	3	-1.1	-1	6
CNS(=O)(=O)c1cccc(C(=O)OCC(=O)Nc2nc(OC)cc(OC)n2)c1	-1.1	-1	0.2	1.5	-5	-14	-4	3.0	-5	-11
CCc1nnc(NC(=O)C(C)Sc2ccccc2)s1 (stereo not drawn)	-1.0	2	1.2	1.9	-7	1	0	0.4	-3	-3
CC1(C)Cc2c(c(N3CCOCC3)nc3sc4c(NCCN)ncnc4c23)CO1	-0.6	5	x	3.8	34	9	-1	x	-3	-12
Cc1ccc2[nH]c(=O)c(-c3nc4c(C)cccn4c3NCc3ccco3)cc2c1	-1.3	2	2.3	2.1	-5	14	-4	-1.9	x	-8
CCn1c(CC(=O)Nc2ccccc2)n[nH]c1=S	3.5	1	1.3	0.0	x	-2	-1	-1.7	-1	-8
N/C(=N\OC(=O)c1cc(-c2ccccc2)nc2ccccc12)c1ccncc1	-3.1	0	3.0	0.2	-6	x	0	-0.5	-2	-7
O=C(NN=C1CCCCC1)Nc1ccccc1Cl	-5.2	-2	1.6	2.3	10	1	6	0.5	1	-2
CS(=O)(=O)Nc1nc2ccccc2[nH]1	-1.7	-1	-0.9	2.1	-11	4	-15	-1.1	-1	0
CC(C)(C)c1ccc(OCCC(=O)Nc2cccc(S(=O)(=O)N3CCOCC3)c2)cc1	-2.7	-3	-1.5	0.6	-3	11	8	-1.5	-3	-12
COc1ccc2c(c1)c1c3n2CCN(C)C3=NCC1	x	2	2.2	3.6	1	0	u	0.7	x	13
C/C=C/c1ccccc1OCc1ccc(C(=O)O)o1	x	0	-0.5	0.3	9	-6	-4	-0.6	-1	5
Cc1ccc(NC(=O)CN(C)C(=O)C2CCC2)cc1	-2.4	0	x	0.8	x	1	-1	x	-4	-17
CCC(=O)NC(c1ccccc1)c1c(O)ccc2ccccc12 (stereo not drawn)	-1.5	-1	-1.5	2.1	7	-4	2	0.1	-1	-2
Cc1oc2cc([N+](=O)[O-])c(O)c([N+](=O)[O-])c2c1C(=O)c1ccc(Cl)cc1	-3.6	31	2.0	0.3	-38	21	4	3.1	9	-10
CN1CCN(c2ncnc3c2cnn3-c2ccc(Cl)cc2)CC1	-1.7	3	-1.2	2.5	5	1	3	-0.4	-1	-1
CC1=NNC(=O)C1C(c1ccccc1)C(C#N)C#N (stereo not drawn)	-6.5	0	1.1	3.2	18	-14	3	1.8	x	-15
CCCc1ccc2oc(C(=O)N3CCCC3)c(C)c2c1	-1.5	-19	0.2	-0.6	5	7	6	0.6	26	-9
